Bioassay records (PubChem)
K1F lysis inhibition: protection from phage-mediated lysis, alamar blue read-out – E. coli UTI89, K1F phage, bacterial capsule biogenesis inhibitors (AID 488966); E. coli UTI89 K1F phage lysis, alamar blue, 2 h; higher % means a stronger effect; 0.02% of 340,000 active; one-dose inhibition, % at 100 µM; IC50 in µM for titrated hits;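 active means phage lysis inhibition, versus mean bacterial control, above a set limit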;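 further: capsule biogenesis inhibitors block K1F phage lysis so surviving cells raise fluorescence; higher fluorescence means more inhibition of phage lysis; actives were called in the ten point dose series up to 300 µM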
* = called active by the depositor; [ ] = another dose, or the depositor's remark. An excerpt; rates above refer to the full screens.

smiles,K1F lysis inhibition
N#CC(c1ccc(O)cc1)N1CCN(C(C#N)c2ccc(O)cc2)CC1 (stereo not given),2.1%
O=C(NCCc1ccccc1)c1ccc(NC(=O)C2CC2)cc1,-0.1%
O=C(Nc1ccccc1)Oc1cccc2cccnc12,2.1%
COC(=O)[C@@]1(Cc2ccccc2)[C@H]2C(=O)N(Cc3ccccc3)C(=O)[C@H]2[C@H]2CN=C(SCc3ccc(C#N)cc3)N21,0.4%
CCN(CC(=O)NC1CCS(=O)(=O)C1)S(=O)(=O)c1ccc(Cl)c(C(F)(F)F)c1 (stereo not given),0.5%[50 µM]
O=C(NNc1ccccc1)C(=O)NNc1ccccc1,-0.5%
Cn1cnc([N+](=O)[O-])c1S(=O)(=O)Oc1ccccc1,-5.7%
CC1(c2ccccc2)NC(=O)N(CC(=O)N2CCN(S(=O)(=O)c3cccc(C(F)(F)F)c3)CC2)C1=O (stereo not given),1.1%[50 µM]
CC(C)Cn1cnc2c(SCc3ccccc3Cl)nc(N)nc21,0.1%
CC(c1ccccc1)C(OC(=O)c1cccc([N+](=O)[O-])c1C(=O)O)c1ccccc1 (stereo not given),-2.5%
CC(C)NC(=O)CSc1ccccc1C(=O)N1CCN(S(=O)(=O)Cc2ccccc2)CC1,1.8%[50 µM]
Cc1cc2c(cc1C)C(=O)C(=O)N2,1.5%
CN1OC[C@@H]2CN(C(=O)CCc3ccccc3)[C@H](c3cccc(-c4ccccc4)c3)C[C@@H]21,0.0%
COc1cc(C(=O)Nc2cc(S(=O)(=O)N3CCOCC3)ccc2N2CCN(C)CC2)cc(OC)c1OC,0.7%[50 µM]
O=C(COC(=O)/C=C/c1ccccc1)NNC(=O)c1ccccc1F,1.4%[50 µM]
Cc1nn(-c2ccccc2)c2c1CC(=O)Nc1ccccc1-2,1.6%
Cc1ccc(C)c(N2N=C(C(=O)Nc3ccc(N4CCOCC4)cc3)CCC2=O)c1,1.5%[50 µM]
COc1cc(CCc2ccccc2)c(C(=O)O)c(O)c1CC=C(C)C,-8.3%
Cc1cccc(C)c1NC(=O)CN1CCN(C(=O)CN2C(=O)NC3(CCCCC3C)C2=O)CC1 (stereo not given),0.7%[50 µM]
COc1cc2[nH]c(O)c(C=O)c2cc1OC,4.5%
O=C(Cc1ccc(NC(=O)C2CCN(C(=O)CCc3ccccc3)CC2)cc1)Nc1ccc(C(=O)N2CCOCC2)cc1,-0.1%
O=C1C(CN2CCCC2)CCCC1CN1CCCC1 (stereo not given),1.6%
O=C(C(=Cc1ccccc1)CN1CCCCC1)c1ccccc1,0.7%
CCOC(=O)c1ccc2[nH]c(C)c(CN3CCN(C)CC3)c(=O)c2c1,-0.1%
CCOC(=O)N1CCC2CC1c1cc(-c3cccc(OC)c3)ccc12 (stereo not given),0.0%
CC[C@]12c3[nH]c4cc(-c5ccco5)ccc4c3CCN1C(=O)[C@@H](CC(=O)NC(C)(C)C)C[C@@H]2C(=O)N1CCN(C(=O)C2CC2)CC1,-0.1%
O=C(COC(=O)c1c2c(nc3ccccc13)/C(=C\c1ccco1)CC2)NC1CCCC1,-1.4%
Nc1nc(Cl)nc2c1ncn2C1OCC(O)C(O)C1O (stereo not given),0.2%
CC[C@]1(C(=O)OC)[C@H]2C(=O)N(Cc3ccccc3)C(=O)[C@H]2[C@H]2CN=C(SCc3ccc(Cl)cc3)N21,0.3%
N=c1ccn(O)cc1CCc1ccccc1,-3.0%

Other compounds follow:
smiles,K1F lysis inhibition
CN(C(=O)c1cccc(NC(=O)Cc2cccc(NC(=O)C3CCN(C(=O)C4CCCC4)CC3)c2)c1)C1CC1,-0.1%
Cc1nc(-c2ccc(F)cc2)c(CC(=O)N2CCN(S(=O)(=O)c3cccc([N+](=O)[O-])c3)CC2)s1,-0.4%[50 µM]
CCC1(c2ccc(Cl)cc2)NC(=O)N(CC(=O)NC2CCCCCC2)C1=O (stereo not given),-0.2%[50 µM]
O=C(O)CCC(=O)OCCN(Cc1ccc(Oc2ccc([N+](=O)[O-])cc2)cc1)C(=O)C(Cl)Cl,-1.8%
Cc1ccc(OCC(=O)N(C)CC(=O)NCc2ccco2)c(Br)c1,0.4%[50 µM]
CN(Cc1ccccc1)C(=O)c1ccc(NC(=O)Cc2ccc(NC(=O)C3CCCN(C(=O)C4CCCC4)C3)cc2)cc1 (stereo not given),0.5%
O=C(COC(=O)c1ccc(F)cc1F)Nc1cc(S(=O)(=O)N2CCOCC2)ccc1Cl,1.7%[50 µM]
O=C(CCCc1ccccn1)c1cccc2ccccc12,-0.7%
Cc1ccc(S(=O)(=O)N(C)CCN(C)S(=O)(=O)c2ccc(C)cc2)cc1,-0.3%
COC1C(CO)OC(n2cnc3c(=S)nc(N)[nH]c32)C1O (stereo not given),11%
CC(C)C[C@@H](CNCC(=O)[C@H](CC(=O)O)NC(=O)c1[nH]cnc1C(=O)N[C@H](CN)CC(C)C)NC(=O)c1nc[nH]c1C(=O)N[C@@H](Cc1ccccc1)C(=O)O,-0.3%
O=C1NC(=O)C2(C=C(c3ccccc3)C(O)(c3ccccc3)C2)N1 (stereo not given),0.0%
CSCCC(NC(=O)c1ccc(Cl)cc1Cl)C(=O)NCC(c1cccs1)N(C)C (stereo not given),1.4%
O=C(NCCN1C(=O)S/C(=C/c2cccnc2)C1=O)c1ccc(S(=O)(=O)N2CCCC2)cc1,-2.3%
COc1ccc(NS(=O)(=O)c2ccc(N3CCOCC3)c(NC(=O)/C=C/C(=O)O)c2)cc1,0.1%[50 µM]
CC(Oc1ccccc1Cl)C(=O)Nc1ccc(S(=O)(=O)N2CCN(C)CC2)cc1 (stereo not given),0.1%
Cc1cc2cc3c(=O)[nH]c(=O)nc-3n(CC(O)C(O)C(O)CO)c2cc1C (stereo not given),0.2%
Cc1cccc(C2=NN(c3ccccc3)[C@@H](C(=O)N3CCOC3=O)[C@@H]2c2ccccc2)c1,2.1%
Cc1ccnc(NC(=O)c2ccc(OCc3c(C)noc3C)cc2)c1,-0.2%[50 µM]
CC(=O)c1ccc(-c2cccc([C@H]3[C@@H]4C=CC[C@@H](C)[C@@H]4C(=O)N3Cc3ccccc3)c2)cc1,-0.1%
CC(C)C[C@@H](CNCC(=O)[C@H](Cc1ccccc1)NC(=O)c1[nH]cnc1C(=O)N[C@@H](C)CN)NC(=O)c1nc[nH]c1C(=O)N[C@@H](C)C(=O)O,0.3%
NC(=O)C1(Nc2ccccc2Cl)CCCC1,-1.3%
O=C(c1cc2cc(Cl)ccc2o1)N1CCCCCC1,1.6%[50 µM]
O=C1CCSc2c1ccc1ccccc21,0.5%
Cc1cc(C)c(S(=O)(=O)N2CCN(C(=O)C3CC3)CC2)c(C)c1,1.1%[50 µM]
CO[C@H]1CC[C@@]2(C)[C@@H](CC[C@@H]3[C@@H]2CC[C@@]2(C)[C@H]3C[C@H](C(=O)N[C@@H](CCCN=C(N)N)C(=O)NCC(=O)N[C@@H](CC(=O)O)C(N)=O)O[C@]23CCCO3)C1,0.2%
CC(CC(=O)Nc1ccc(Cl)c(S(=O)(=O)N2CCOCC2)c1)c1ccccc1 (stereo not given),0.2%[50 µM]
CCCOc1ccc(C(=O)Nc2cc(S(=O)(=O)N3CCOCC3)ccc2N2CCN(CC)CC2)cc1OC,0.3%[50 µM]
COc1ccc(S(=O)(=O)N(C)C[C@H]2Oc3c(NC(=O)Nc4ccccc4)cccc3C(=O)N([C@H](C)CO)C[C@@H]2C)cc1,-0.3%
CCc1ccc(C(=O)COC(=O)CNC(=O)C2CCCCC2)cc1,0.7%[50 µM]

Next part.
smiles,K1F lysis inhibition
CCCCCCCCCCCn1nnnc1N,2.3%
C=C1c2ccccc2O[C@H](C(=O)OCC)[C@@H]1C1CCCCC1,0.1%
CCCCCCN(C(=O)CCCCCN1C(=O)NC(c2ccc([N+](=O)[O-])cc2)C(C(=O)OCc2ccccc2)=C1C)C(C(=O)NCCCC)C1CCCCC1 (stereo not given),0.2%
COc1ccc(-c2ccc3c(c2)C2CC3CCN2C(=O)C(C)(C)C)cc1 (stereo not given),0.1%
Cc1ncc(COCc2ccccc2)c(CO)c1OCc1ccccc1,3.1%
O=C(CSc1nc2[nH]c(=O)cc(O)c2s1)NCCc1ccccc1,0.7%[50 µM]
Cn1c(=O)c2[nH]c(C3CCC3)nc2n(C)c1=O,0.8%
O=S(=O)(Nc1ccc2nc(N3CCOCC3)sc2c1)c1ccccc1,1.1%[50 µM]
O=C1NC(=O)C(c2ccc(Cl)cc2Cl)N1 (stereo not given),0.8%
O=C1CN(Cc2ccccc2)CC(=O)N1,0.1%
O=C(COC(=O)CCc1c[nH]c2ccccc12)Nc1ccccc1,1.1%[50 µM]
O=[N+]([O-])/C(Cl)=C(/NCCO)C(Cl)=C(Cl)Cl,3.7%
Cc1ccc(S(=O)(=O)N2CCC[C@H]2C(=O)NC2CCCCC2)cc1,-0.2%
CCc1cccc(CC)c1NC(=O)CSc1nnc(C2CC2)n1N,0.3%[50 µM]
CCN(C(=O)CSc1nc(C2CC2)n(-c2ccccc2)n1)C1CCS(=O)(=O)C1 (stereo not given),1.0%[50 µM]
CCN(CC)CCNC(Cc1ccccc1)c1cccc(OC)c1 (stereo not given),12%
Cc1cc(C(=O)CSc2nnc(CCC(N)=O)n2C)c(C)n1C1CC1,1.3%[50 µM]
O=C(COC(=O)/C=C/c1ccco1)NCCN1C(=O)CSC1=O,0.2%
Cc1ccc(-c2noc(CCC(=O)N3CCN(c4cc(C)ccc4C)CC3)n2)cc1,0.1%
COc1ccc(CCN2CC(C(=O)OCC(=O)NCc3ccccc3Cl)CC2=O)cc1OC (stereo not given),0.6%[50 µM]
O=C(CSc1ccc2nnc(-c3cccs3)n2n1)N1CCOCC1,-0.5%
O=C(CCc1ccccc1Cl)Nc1cc(S(=O)(=O)N2CCOCC2)ccc1N1CCCC1,-0.2%[50 µM]
Cc1nc(Nc2ccccc2C)c2cnn(C)c2n1,-1.2%
N#CC(OC(=O)c1ccccc1)c1cccc([N+](=O)[O-])c1 (stereo not given),-2.8%
CC(=O)Nc1ccc(S(=O)(=O)Nc2cccc(S(=O)(=O)N(C)c3ccccc3)c2)cc1,0.7%[50 µM]
COc1ccc(CCNC(=O)CN2c3cccc4cccc(c34)S2(=O)=O)cc1,-0.1%
OCC(CO)c1cnnc2ccccc12,-1.6%
CC(C)(CNC(=O)c1cccc(S(=O)(=O)Nc2ccc(SC(F)F)cc2)c1)N1CCOCC1,1.2%[50 µM]
Cc1nc(C)c(C(=O)OCC(=O)N(C)c2ccccc2)s1,0.7%[50 µM]
COc1ccc(NC(=O)CN(C)C(=O)C(NC(=O)c2ccco2)C(C)C)cc1 (stereo not given),1.6%[50 µM]
O=P(NCc1ccccc1)(OCc1ccccc1)OCc1ccccc1,1.0%
O=c1[nH]c2ccc([N+](=O)[O-])cc2[nH]1,3.7%
COc1ccccc1C(C(C(=O)c1ccccc1)N1CCOCC1)N1CCOCC1 (stereo not given),2.1%

Gathered by group: the entries above containing two or more sulfur atoms.
smiles,K1F lysis inhibition
CCN(CC(=O)NC1CCS(=O)(=O)C1)S(=O)(=O)c1ccc(Cl)c(C(F)(F)F)c1 (stereo not given),0.5%[50 µM]
CC(C)NC(=O)CSc1ccccc1C(=O)N1CCN(S(=O)(=O)Cc2ccccc2)CC1,1.8%[50 µM]
Cc1nc(-c2ccc(F)cc2)c(CC(=O)N2CCN(S(=O)(=O)c3cccc([N+](=O)[O-])c3)CC2)s1,-0.4%[50 µM]
Cc1ccc(S(=O)(=O)N(C)CCN(C)S(=O)(=O)c2ccc(C)cc2)cc1,-0.3%
CSCCC(NC(=O)c1ccc(Cl)cc1Cl)C(=O)NCC(c1cccs1)N(C)C (stereo not given),1.4%
O=C(NCCN1C(=O)S/C(=C/c2cccnc2)C1=O)c1ccc(S(=O)(=O)N2CCCC2)cc1,-2.3%
O=C(CSc1nc2[nH]c(=O)cc(O)c2s1)NCCc1ccccc1,0.7%[50 µM]
O=S(=O)(Nc1ccc2nc(N3CCOCC3)sc2c1)c1ccccc1,1.1%[50 µM]
CCN(C(=O)CSc1nc(C2CC2)n(-c2ccccc2)n1)C1CCS(=O)(=O)C1 (stereo not given),1.0%[50 µM]
O=C(CSc1ccc2nnc(-c3cccs3)n2n1)N1CCOCC1,-0.5%
CC(=O)Nc1ccc(S(=O)(=O)Nc2cccc(S(=O)(=O)N(C)c3ccccc3)c2)cc1,0.7%[50 µM]
CC(C)(CNC(=O)c1cccc(S(=O)(=O)Nc2ccc(SC(F)F)cc2)c1)N1CCOCC1,1.2%[50 µM]
